Screens: PubChem BioAssay, Sanford-Burnham Center for Chemical Genomics
Pyk2 oligo antag: antagonists of Pyk2 self-association, primary screen, Q293 cells, FERM NanoBiT luminescence, HTS | Protein-tyrosine kinase 2-beta (Homo sapiens), Q14289 | z-score (the deposit names both 25 µM and 10 µM) | hits give low values | 99,000 compounds, 0.83% hits;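 active = Z-score of -3 or lower, scaled per plate to the spread of control and sample wells; inactive = z-score above -3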;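 also: negative z-score means lost luminescence so less FERM oligomerization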
CYP2C19 inh: blockers of cytochrome P450 2C19 activity – biochemical, luminescence, ADME assay, primary screen; CYP2C19 Supersomes, luciferin-H EGE luminescence, 30 min; inhibition, % at 5 µM; 96,000 compounds, 21% hits; AID 778, 2007;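 active = CYP2C19 inhibition above a set limit at 5 µM in the primary screen, cut at about 50% in these data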;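 also: plate controls were negative control wells for no effect and 2.5 mM tranylcypromine positive control for full effect; values of inactives mirror those of a sister screen read the other way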
Target sequence (P33261 whole entry, looked up): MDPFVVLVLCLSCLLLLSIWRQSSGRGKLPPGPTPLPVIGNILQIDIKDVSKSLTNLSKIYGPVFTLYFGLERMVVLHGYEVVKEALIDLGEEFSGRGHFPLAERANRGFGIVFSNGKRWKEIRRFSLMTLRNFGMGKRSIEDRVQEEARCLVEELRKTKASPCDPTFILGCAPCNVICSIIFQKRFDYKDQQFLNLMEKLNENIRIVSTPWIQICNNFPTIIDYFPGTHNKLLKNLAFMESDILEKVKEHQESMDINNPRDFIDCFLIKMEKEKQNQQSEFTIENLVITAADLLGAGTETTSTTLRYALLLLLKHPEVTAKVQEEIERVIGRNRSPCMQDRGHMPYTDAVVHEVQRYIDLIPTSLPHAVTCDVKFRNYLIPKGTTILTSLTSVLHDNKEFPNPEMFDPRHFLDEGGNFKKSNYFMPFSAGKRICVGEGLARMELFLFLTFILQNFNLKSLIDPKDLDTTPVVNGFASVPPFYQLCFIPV
CD11b adhes enh: enhancers of CD11b/CD18 adhesion to fibrinogen, primary screen, K562 cells, luminescence; Integrin beta-2 (Homo sapiens) + Integrin alpha-M (Homo sapiens), P05107+P11215; ATPlite luminescence; activation, % at 10 µM; 93,000 compounds, 0.07% hits;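 active = 10 µM primary screen giving 50% or more activity, confirmed by 40% or more on retest at that dose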; also: strong numbers were not always called active; reference of the scale not given here
PLAP activator: PLAP enzyme activators, biochemical, luminescence, HTS | Alkaline phosphatase, placental type (Homo sapiens), P05187 | purified PLAP enzyme, luminescent substrate read-out; hits give high values | activation fold at 20 µM | 96,000 compounds, 1.2% hits | AID 696, 2007; in the data active = activation fold above about 2
Target sequence (P05187 whole entry, looked up): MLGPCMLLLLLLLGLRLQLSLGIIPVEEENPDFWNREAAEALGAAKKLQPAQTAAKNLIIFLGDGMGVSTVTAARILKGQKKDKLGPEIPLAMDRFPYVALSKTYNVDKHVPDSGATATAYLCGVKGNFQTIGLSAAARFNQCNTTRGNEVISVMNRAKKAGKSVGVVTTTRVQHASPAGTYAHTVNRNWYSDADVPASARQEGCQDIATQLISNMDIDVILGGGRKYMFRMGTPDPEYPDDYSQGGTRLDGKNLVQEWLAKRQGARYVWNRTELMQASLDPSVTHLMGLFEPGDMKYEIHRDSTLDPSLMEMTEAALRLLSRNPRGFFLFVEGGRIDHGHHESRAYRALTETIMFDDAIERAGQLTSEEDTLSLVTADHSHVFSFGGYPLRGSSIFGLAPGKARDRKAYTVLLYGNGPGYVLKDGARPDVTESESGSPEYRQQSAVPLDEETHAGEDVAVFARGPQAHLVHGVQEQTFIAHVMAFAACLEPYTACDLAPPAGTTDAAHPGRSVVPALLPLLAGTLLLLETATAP
CYP2C9 inh: blockers of cytochrome P450 2C9 activity – biochemical, luminescence, ADME assay, primary screen; AID 777, 2007; P11712; CYP2C9 Supersomes, luciferin-H conversion; 96,000 compounds, 20% hits; inhibition, % at 5 µM;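 active = blocking of liver enzyme CYP2C9 beyond about 50% at 5 µM, limit read from the data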; also: values of inactives mirror those of a sister screen read the other way
CYP2C9 act: human CYP2C9 activators, primary screen, biochemical, luminescence | Cytochrome P450 2C9 (Homo sapiens), P11712 | recombinant CYP2C9, luciferin-H conversion; hits give high values; factor 1 = untreated enzyme, 0 = blocked | activation factor at 5 µM | 96,000 compounds, 1.4% hits | AID 1024, 2008;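 active = activation factor of 2 or more for CYP2C9 at a 5 µM dose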;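 also: 0 = sulfaphenazole-blocked wells and 1 = vehicle-only wells; values of inactives mirror those of a sister screen read the other way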
MT1-MMP txn act: MT1-MMP promoter reporter activation – cell-based, luciferase luminescence, primary screen. 86,000 compounds, 0.16% hits. HT1080 MT1-MMP promoter luciferase reporter, overnight; hits give high values. activation factor at 10 µM;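 active = activation factor of at least 2 for MT1-MMP transcription at 10 µM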
CD11b adhes inh: inhibitors of CD11b/CD18 adhesion to fibrinogen, primary screen, K562 cells, luminescence; 93,000 compounds, 0.54% hits; inhibition, % at 10 µM; ATPlite luminescence; Mn2+ added to activate the integrin;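 active = primary inhibition of 50% or more at 10 µM, then 40% or more on retest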; also: some results filed as inactive read as strong as hits
CYP2C19 act: human CYP2C19 activators, primary screen, biochemical, luminescence | Cytochrome P450 2C19 (Homo sapiens), P33261 | recombinant CYP2C19, luciferin-H EGE luminescence; hits give high values; 0 = fully inhibited enzyme, 1 = untreated enzyme | activation factor at 5 µM | 96,000 tested, under 10 active | AID 1025, 2008;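 active = activation factor of at least 2 at 5 µM in the primary screen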;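 also: 0 = wells with 2.5 mM tranylcypromine and 1 = vehicle-only wells; values of inactives mirror those of a sister screen read the other way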
Numbers without * were called inactive; . = no result given.

SMILES	Pyk2 oligo antag	CYP2C19 inh	CD11b adhes enh	PLAP activator	CYP2C9 inh	CYP2C9 act	MT1-MMP txn act	CD11b adhes inh	CYP2C19 act
CCOc1ccc(N(CC(=O)NC(C)(C)C)S(=O)(=O)c2c(C)noc2C)cc1	.	50*	-4	1.3	42	0.6	1	22	0.5
CCC(=O)N1CCc2cc(S(=O)(=O)Nc3ccc4c(c3)OCCO4)ccc21	-0.02	33	-2	1.1	58*	0.4	.	0	0.7
CCC(=O)Nc1nc(OC)cc(OC)n1	0.09	2	-4	0.9	2	1	0.9	-7	1
CCn1c2ccccc2c2nnc(SCC(=O)OCN3C(=O)c4ccccc4C3=O)nc21	0.87	-14	0	1	1	1	1.1	-1	1.1
Cc1ccccc1NC(=O)c1ccc2c(c1)C(=O)N(CCC(C)C)C2=O	0.02	31	13	0.8	30	0.7	1.1	-18	0.7
O=C1N=C(N2CCOCC2)S/C1=C1\C(=O)N(Cc2ccccc2)c2ccc(Br)cc21	.	30	31	1.3	62*	0.4	1.3	3	0.7
Cc1cc(N=Cc2cc(Br)ccc2O)no1	1.1	-14	-5	1.1	-17	1.2	1	18	1.1
Cc1cc(C)n2nc(SCN3C(=O)c4ccccc4C3=O)nc2n1	1	83*	13	1.1	-7	1.1	0.9	7	0.2
C(=C\c1ccccc1)/C=N/N1CCN(c2ccccn2)CC1	-0.5	14	-1	0.8	7	0.9	.	-29	0.9
O=C1CCC([N+](=O)[O-])C(c2ccccc2Cl)N1 (centres undefined)	0.36	0	-4	0.9	-8	1.1	1.1	-3	1
O=c1cc(O)c2c(=O)n(C3CCCCC3)c3ccccc3c2o1	0.05	4	-8	1.4	11	0.9	.	-10	1
O=C(Nc1ccc2c(c1)OCCO2)C(c1ccc(F)cc1)N1CCCCC1 (centres undefined)	-1.2	56*	2	1.7	67*	0.3	1.1	-34	0.4
COc1ccc(NC(C)=O)cc1NC(=O)CSc1nnc(-c2ccncc2)n1C	-0.81	9	-3	0.9	1	1	1.2	-6	0.9
COc1ccc(C(=O)N2CCN(c3ccc(C)cc3C)CC2)cc1OC	.	8	1	1.5	23	0.8	.	-1	0.9
c1ccc(CC2CCN(C(c3cccs3)c3nnnn3C3CCCC3)CC2)cc1 (centres undefined)	-2.2	68*	8	1.2	88*	0.1	1.1	-2	0.3
COC(=O)c1sc2ccccc2c1-n1cccc1C(=O)C(=O)Nc1ccc(Cl)cc1	-0.83	23	.	0.9	99*	0	.	.	0.8
CN(C)c1ccc(/C=N/NC(=O)CN(c2ccccc2Cl)S(C)(=O)=O)cc1Br	-1.7	11	.	1.5	37	0.6	.	.	0.9
CCOC(=O)C1CCN(C(=O)Cc2c(C(=O)O)n(CC)c3ccccc23)CC1	-0.22	-8	2	1.5	1	1	1.1	-23	1.1
CC1(C)NC(=O)N(CCCCOc2cccc(C(F)(F)F)c2)C1=O	-1.1	85*	0	1	61*	0.4	1.1	-1	0.2
O=C(Cc1ccccc1)Nc1ccc(CN2CCOCC2)cc1	0.52	-12	-9	1	-13	1.1	1.2	.	1.1
O=C(CSc1ccccc1)Nc1ccccc1N1CCOCC1	-1.1	40	-1	0.9	28	0.7	1.2	-9	0.6
Cc1ccc(/C(N)=N/OC(=O)c2cccc(F)c2)cc1	0.38	10	1	1	10	0.9	.	-19	0.9
O=C(c1ccc(CS(=O)(=O)c2c(Cl)cccc2Cl)o1)N1CCCC1	.	20	2	1	-57	1.6	1.1	4	0.8
O=C(NCc1ccc2c(c1)OCO2)c1cc(S(=O)(=O)N2CCCCC2)ccc1F	2.6	-1	-5	1	11	0.9	1.2	-3	1
CCOc1ccc2[nH]c(=O)c(CN(CCO)C(c3nnnn3C3CCCCC3)C(C)C)cc2c1 (centres undefined)	-1.2	4	-3	1.3	29	0.7	1	1	1

The list goes on:
SMILES	Pyk2 oligo antag	CYP2C19 inh	CD11b adhes enh	PLAP activator	CYP2C9 inh	CYP2C9 act	MT1-MMP txn act	CD11b adhes inh	CYP2C19 act
Cc1nnc(SCC(=O)c2cc(C)n(-c3ccc4c(c3)OCO4)c2C)s1	0.77	97*	2	1	83*	0.2	1.4	47	0
CN(CC(=O)NCc1cccc(F)c1)C(=O)c1ccco1	0.74	-6	-2	0.9	-6	1.1	1.1	-14	1.1
CC(C)c1nnc(NC(=O)CCC(=O)N2CCN(Cc3ccccc3)CC2)s1	-0.02	16	-2	1.7	38	0.6	1.2	4	0.8
CCC1CCCCN1CCCNC(=O)Cn1nc(-c2ccccc2)ccc1=O (centres undefined)	0.72	-1	-8	1.1	9	0.9	1.1	5	1
NC(=O)c1c(C(F)(F)F)cc(-c2ccccc2)nc1NCCO	0.82	9	1	0.9	15	0.8	1.1	-4	0.9
COc1ccc(OC)c(-c2nnc(SCC(=O)N3CCOCC3)o2)c1	0.69	21	-3	1.3	-13	1.1	1	-15	0.8
Cc1ccc(C2=NN(C(=S)Nc3ccccc3)C(c3ccco3)C2)cc1 (centres undefined)	-0.15	24	.	0.8	52*	0.5	.	.	0.8
CC(C)COC(=S)Nc1ccccc1	0.17	78*	-2	0.6	23	0.8	1.5	-2	0.2
Cc1ccc(/C=C2\CCC3=C2OC(N)=C(C#N)C3c2ccc(C)cc2)cc1 (centres undefined)	-0.27	-1	-2	1.3	56*	0.4	.	-13	1
Cc1c(Cl)cccc1-n1c(SCC(=O)NCc2cccs2)nnc1-c1ccncc1	0	97*	1	1.3	77*	0.2	1.1	21	0
O=C(NC(C(=O)N/N=C/c1c2ccccc2cc2ccccc12)c1n[nH]c(=O)c2ccccc12)c1ccccc1 (centres undefined)	-0.31	36	24	1.2	43	0.6	1	13	0.6
O=C(CN1CCN(C(=O)c2c(F)cccc2F)CC1)Nc1ccccc1F	0.7	25	-1	1	8	0.9	1	-22	0.8
CCc1cc2c(SCC(=O)O)ncnc2s1	-0.77	-16	-3	0.9	-17	1.2	1.3	9	1.2
COc1cc(C(=O)NCCC(=O)NCCN2CCOCC2)cc(OC)c1OC	1.3	-12	-7	1	-1	1	1.1	-6	1.1
Cc1nc(C)c(C(=O)Nc2ccc(Oc3ccccc3)cc2)o1	0.99	13	.	1.4	17	0.8	1.3	.	0.9
COC(=O)C1=C(C)N(C(C)C)C(=O)C1(NC(=O)C1CCCCC1)C(F)(F)F (centres undefined)	-0.34	12	7	1.1	24	0.8	.	-2	0.9
COc1nnc(-c2ccc(C)c(S(=O)(=O)NCCO)c2)c2ccccc12	0.76	-8	4	1.3	-24	1.2	1	1	1.1
CN(C(=O)c1ccccn1)C1(C(=O)NC2CCCCC2)CCCCC1	0.32	-11	-2	1	-13	1.1	1	-1	1.1
CCOC(=O)c1ccccc1NC(=O)CC1Nc2ccccc2NC1=O (centres undefined)	.	8	-1	1.2	30	0.7	1.2	-2	0.9
COCCCN(C(=O)c1cccnc1SC)c1c(N)n(Cc2ccccc2)c(=O)[nH]c1=O	1.7	6	-2	1.3	49	0.5	1.1	-12	0.9
Cc1ccc(Oc2nc(-c3ccccc3)ncc2S(=O)(=O)c2ccc(C)cc2)cc1	-2.2	31	-1	0.9	-4	1	.	-1	0.7
CCOc1ccc2c(c1)C(c1ccc(C)cc1)=NNC(c1ccc(OC)cc1)=N2	-0.36	19	62	1.5	40	0.6	1.3	-17	0.8
O=C(Cn1ncc2c3ccccc3n(Cc3ccc(F)cc3)c2c1=O)N1CCN(c2ncccn2)CC1	-1	99*	0	1.5	95*	0	1.2	8	0
COc1cc(C)c(C(C)C)cc1S(=O)(=O)n1cnc(C)c1	.	17	0	1.2	-8	1.1	0.3	18	0.8
CCOc1cc(N2CCOCC2)c(OCC)cc1NC(=O)COC(=O)CCc1c[nH]c2ccccc12	0.28	4	.	1.5	6	0.9	1.1	.	1

Ordered by the number under CYP2C9 inh (ascending): some entries from above.
SMILES	Pyk2 oligo antag	CYP2C19 inh	CD11b adhes enh	PLAP activator	CYP2C9 inh	CYP2C9 act	MT1-MMP txn act	CD11b adhes inh	CYP2C19 act
CCc1cc2c(SCC(=O)O)ncnc2s1	-0.77	-16	-3	0.9	-17	1.2	1.3	9	1.2
CCC1CCCCN1CCCNC(=O)Cn1nc(-c2ccccc2)ccc1=O (centres undefined)	0.72	-1	-8	1.1	9	0.9	1.1	5	1
Cc1nc(C)c(C(=O)Nc2ccc(Oc3ccccc3)cc2)o1	0.99	13	.	1.4	17	0.8	1.3	.	0.9

(next part)
SMILES	Pyk2 oligo antag	CYP2C19 inh	CD11b adhes enh	PLAP activator	CYP2C9 inh	CYP2C9 act	MT1-MMP txn act	CD11b adhes inh	CYP2C19 act
Brc1ccccc1-c1nnc(COc2cccc3cccnc23)o1	0.29	91*	-2	1.5	-187	2.9*	1.4	10	0.1
COc1ccc(N2CC(C)Cn3c2nc2c3c(=O)[nH]c(=O)n2C)cc1 (centres undefined)	-0.37	5	5	0.9	16	0.8	1	3	1
CC(C)Cn1c2c(c(O)c(C(=O)Nc3nccs3)c1=O)CCCC2	0.31	9	5	1.7	25	0.7	1.1	5	0.9
Cc1ccc(C)c(N2CCN(C(=O)C3CCCN(S(=O)(=O)c4c(C)[nH]c(=O)[nH]c4=O)C3)CC2)c1 (centres undefined)	0	44	9	1.6	33	0.7	.	1	0.6
Cc1cc(NC(=O)Cc2cccs2)nn1CC(=O)NCc1ccco1	-0.38	1	2	0.8	-11	1.1	1.2	-14	1
COc1ccc(Cl)cc1N1CCN(CCNC(=O)Nc2ccccc2C)CC1	0.98	-4	2	1.7	-51	1.5	1.1	-5	1
CCCc1[nH]nc2c1C(c1ccc(OC(=O)c3ccco3)cc1)C(C#N)=C(N)O2 (centres undefined)	0.37	44	1	1.3	52*	0.5	1	-1	0.6
O=C(CSc1nnc2scc(-c3ccc(F)cc3)n12)NCc1ccco1	-0.34	57*	0	0.9	55*	0.4	1	-17	0.4
O=C(c1cccc(S(=O)(=O)N2CCOCC2)c1)N1CCCC1	0.1	4	-2	1	1	1	1.2	-13	1
COc1ccccc1NC(=O)c1nn(-c2ccc(Cl)cc2)ccc1=O	0.31	-14	2	1.2	-38	1.4	.	11	1.1
CCc1c(C)nc(SCCOc2ccc(OC(C)C)cc2)[nH]c1=O	0.25	-14	0	1	0	1	1	13	1.1
O=C1CC(N2CCCCCC2)C(=O)N1c1ccc2c(c1)OCO2 (centres undefined)	0.06	35	3	1.9	-65	1.7	1.1	6	0.6
O=C(O)CCS(=O)(=O)c1cccc2cccnc12	0.78	-6	-2	1	1	1	1.1	1	1.1

Rewritten bar-delimited: part of the list above.
SMILES | Pyk2 oligo antag | CYP2C19 inh | CD11b adhes enh | PLAP activator | CYP2C9 inh | CYP2C9 act | MT1-MMP txn act | CD11b adhes inh | CYP2C19 act
COc1ccc(Cl)cc1N1CCN(CCNC(=O)Nc2ccccc2C)CC1 | 0.98 | -4 | 2 | 1.7 | -51 | 1.5 | 1.1 | -5 | 1
CCCc1[nH]nc2c1C(c1ccc(OC(=O)c3ccco3)cc1)C(C#N)=C(N)O2 (centres undefined) | 0.37 | 44 | 1 | 1.3 | 52* | 0.5 | 1 | -1 | 0.6
O=C(CSc1nnc2scc(-c3ccc(F)cc3)n12)NCc1ccco1 | -0.34 | 57* | 0 | 0.9 | 55* | 0.4 | 1 | -17 | 0.4
O=C(c1cccc(S(=O)(=O)N2CCOCC2)c1)N1CCCC1 | 0.1 | 4 | -2 | 1 | 1 | 1 | 1.2 | -13 | 1
COc1ccccc1NC(=O)c1nn(-c2ccc(Cl)cc2)ccc1=O | 0.31 | -14 | 2 | 1.2 | -38 | 1.4 | . | 11 | 1.1
CCc1c(C)nc(SCCOc2ccc(OC(C)C)cc2)[nH]c1=O | 0.25 | -14 | 0 | 1 | 0 | 1 | 1 | 13 | 1.1
